Tb PGK inh: blocks T. brucei phosphoglycerate kinase; P07378; PGK/GAPDH coupled, Kinase-Glo luminescence, 60 min; Potency, µM (titrated, usually from 57.5 µM), without a hit: at the highest dose activity change, negative = inhibition, hits mostly inhibitors; hit rate 0.043% among 380,000; further: potency means the concentration at half of the fitted maximal effect; on the % scale 0 is the no-effect control and ±100 the full control effect; nearly all actives have a fitted effect of over 60% in size
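Recombinant glycosomal PGK reaction used 1,3-bisphosphoglycerate generated in-well by GAPDH (100nM final) in 100mM TEA pH 7.6, 5mM MgCl2, 0.01% Tween-20. After 60 minutes at room temperature, ATP was read by Kinase-Glo Plus luminescence end-point.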
JMJD2A Tudor: inhibitors of human JMJD2A Tudor domain; O75164; AlphaScreen JMJD2A-Tudor / H3K4me3 peptide binding; Potency, µM (series often up to 114 µM), without a hit: at the top dose activity change, negative = inhibition, most hits filed as inhibitors; hit rate 4.4% among 390,000; further: potency means the concentration at half of the fitted maximal effect; on the % scale 0 is the no-effect control and ±100 the full control effect; nearly all actives have a fitted effect of over 50% in size
GLS inhibitor: glutaminase GLS (human) inhibition. O94925. Potency, µM (highest dose often 45.5 µM), for inactives: at the highest dose activity change, negative = inhibition, most hits filed as inhibitors. AID 624170. GLS enzymatic activity, qHTS titration. hit rate 0.21% among 410,000; further: potency means the concentration at half of the fitted maximal effect; on the % scale 0 is the no-effect control and ±100 the full control effect
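Human kidney-isoform GLS in 45 mM KH2PO4 pH 8.2, 0.02% Tween-20, with compound, started with 1mM L-Glutamine (added stock). Glutamate oxidase/HRP/Amplex red coupled fluorescence read at start and after 30 min at RT.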
BAZ2B block: blocks human BAZ2B; AlphaScreen BAZ2B-H3K14Ac peptide displacement; Potency, µM (doses to about 114 µM), for the others: top-dose activity change, negative = inhibition, usual class: inhibitors; hit rate 4.4% among 360,000; further: potency means the concentration at half of the fitted maximal effect; on the % scale 0 is the no-effect control and ±100 the full control effect; nearly all actives have a fitted effect of over 60% in size
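In this displacement format the biotinylated H3(5-23) peptide acetylated at Lys14 serves as ligand at 50 nM, with BAZ2B at 50 nM in PBS pH 7.4 containing 0.01% Tween-20. Donor and acceptor beads are 10 ug/mL final.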
POLH inh: inhibitors of human DNA polymerase eta | recombinant Pol eta, fluorescent DNA replication assay | Potency, µM (top dose mostly 114 µM), inactives show at the top dose activity change, negative = inhibition, actives largely listed as inhibitors | hit rate 1.2% among 390,000 | Q9Y253; further: potency means the concentration at half of the fitted maximal effect; on the % scale 0 is the no-effect control and ±100 the full control effect
Target sequence (Q9Y253 whole entry, looked up): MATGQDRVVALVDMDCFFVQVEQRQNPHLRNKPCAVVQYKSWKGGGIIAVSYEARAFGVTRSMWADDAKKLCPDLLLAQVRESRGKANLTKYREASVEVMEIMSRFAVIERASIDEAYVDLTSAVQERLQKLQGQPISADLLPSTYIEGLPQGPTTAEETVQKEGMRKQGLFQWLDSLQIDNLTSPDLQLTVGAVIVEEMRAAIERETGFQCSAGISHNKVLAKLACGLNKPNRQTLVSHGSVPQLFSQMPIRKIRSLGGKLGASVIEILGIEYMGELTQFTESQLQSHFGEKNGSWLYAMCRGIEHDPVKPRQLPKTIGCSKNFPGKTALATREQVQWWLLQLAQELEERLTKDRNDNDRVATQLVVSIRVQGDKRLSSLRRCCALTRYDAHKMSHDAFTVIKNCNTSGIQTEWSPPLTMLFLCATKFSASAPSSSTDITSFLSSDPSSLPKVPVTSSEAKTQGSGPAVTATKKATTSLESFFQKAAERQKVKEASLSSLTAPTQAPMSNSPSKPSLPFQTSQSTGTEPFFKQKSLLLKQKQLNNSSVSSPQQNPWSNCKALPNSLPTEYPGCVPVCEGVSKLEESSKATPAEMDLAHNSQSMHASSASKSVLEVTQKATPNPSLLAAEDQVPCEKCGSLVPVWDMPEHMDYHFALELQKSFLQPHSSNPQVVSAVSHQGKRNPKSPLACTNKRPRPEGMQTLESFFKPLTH
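Pol eta (10 nM) was preincubated with compounds for 15 min at room temperature, after which fluorescent replication substrate (50 nM final) was added to start the reaction. Fluorescence was read kinetically at 0 and 10 min.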
HP1b chromo inh: HP1-beta chromodomain-methylated histone interaction inhibition; P83916; hit rate 0.56% among 390,000; AlphaScreen HP1-beta / biotin-H3K9me3 peptide binding; AID 540317; Potency, µM (doses to about 114 µM), for inactives: at the top dose activity change, negative = inhibition, usual class: inhibitors; further: potency means the concentration at half of the fitted maximal effect; nearly all actives have a fitted effect of over 70% in size; inactives centre near 23
Target sequence (P83916 whole entry, looked up): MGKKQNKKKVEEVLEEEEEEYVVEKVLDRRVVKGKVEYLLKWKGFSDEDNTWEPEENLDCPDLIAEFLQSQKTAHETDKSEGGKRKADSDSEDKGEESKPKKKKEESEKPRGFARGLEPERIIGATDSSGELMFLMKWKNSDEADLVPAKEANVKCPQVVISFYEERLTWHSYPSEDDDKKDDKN
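Compound inhibition of the preformed complex between 50 nM HP1-beta and 50 nM biotinylated H3K9me3 peptide was read by AlphaScreen. Buffer was PBS pH 7.4 with 0.01% Tween-20. Incubations ran 30 min at room temperature, with 10 ug/mL donor/acceptor beads.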
G9a block: G9a (human) methyltransferase inhibition. G9a H3K9 monomethylation, AlphaScreen, 2 h. Potency, µM (series often up to 102 µM), for the others: top-dose activity, negative = inhibition, most hits filed as inhibitors. hit rate 8.8% among 350,000. AID 504332. Q96KQ7; further: potency means the concentration at half of the fitted maximal effect; on the % scale 0 is the no-effect control and ±100 the full control effect; nearly all actives have a fitted effect of over 75% in size
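Enzyme 20 nM + cpd, 15 min RT; add b-H3K9 pep 500 nM / SAM 20 uM; 2 h RT; anti-H3K9me1 Ab 0.5 ug/mL + SA donor / anti-rabbit acceptor beads 20 ug/mL each, 10 min; AlphaScreen read.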
PI4K2A inh: inhibitors of human PI4K2A; Q9BTU6; purified PI4K2A, ADP-Glo luminescence, 1 h; active compounds read low; activity change, negative = inhibition, % at 76.9 µM; hit rate 0.13% among 420,000; in the data active means activity change below about -50%; inconclusive means mostly about -30% to -49%;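 further: -100% = wells without enzyme as full effect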
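ADP-Glo luminescence measured ADP generated by PI4K2A enzyme (4 ug/mL before mixing) with 1.2 mM PI substrate (pre-mix) and 300 microM ATP (pre-mix). Tris pH7.5 buffer with MgCl2, Triton X-100; 1 h reaction at ambient temperature.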
Pin1 inhibitor: inhibitors of human Pin1 | Q13526 | Pin1 FP peptide displacement, HiFluor488, 10 min | Potency, µM (series often up to 115 µM), without a hit: top-dose activity, negative = inhibition, hits mostly inhibitors | hit rate 0.009% among 390,000 | AID 504891; active means well fitted inhibition curve with a large enough effect in the polarisation, with a control signal flat, not every such curve was filed as active; inconclusive means small, poorly fitted or top-dose-only effect, or effect the other way, or a change in a side signal; inactive means no such curve, though single readings can be large or run the other way; the % refers to the polarisation; further: potency means the concentration at half of the fitted maximal effect; on the % scale 0 is the no-effect control and ±100 the full control effect
Target sequence (Q13526 whole entry, looked up): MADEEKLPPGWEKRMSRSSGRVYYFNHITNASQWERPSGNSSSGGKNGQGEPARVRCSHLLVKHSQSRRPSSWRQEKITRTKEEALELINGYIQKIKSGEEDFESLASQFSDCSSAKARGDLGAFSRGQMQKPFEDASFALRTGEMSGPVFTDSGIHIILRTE
* hit, by the source's call; i = inactive; ? = inconclusive; . = no result given; [ ] = remark or other dose. Unless noted, the call rests on the fitted dose curve; in most records, active means well fitted curve in the direction sought with a large enough effect; inconclusive means small, poorly fitted or top-dose-only effect, or another doubt; inactive means no such curve, though single readings can be large; an effect the other way counts as inactive or inconclusive.

Below each compound: Tb PGK inh	JMJD2A Tudor	GLS inhibitor	BAZ2B block	POLH inh	HP1b chromo inh	G9a block	PI4K2A inh	Pin1 inhibitor
1. COc1cccc(NC(=O)CN(C)C(=O)CC(NC(=O)c2ccccc2Cl)c2ccccc2)c1 (stereo not given)
→ -1%	12%	-8%	6%	-9%	37%	21%[12.7 µM]	6	-5%
2. CCOc1cccc(C(=O)Nc2cc(-c3nn4c(C)nnc4s3)ccc2C)c1
→ -8%	-12%	5%	-4%	-12%	51%[activator]	4%	-3	-17%
3. COc1ccc2c(Cl)c(C(=O)NCc3ccco3)sc2c1
→ -7%	-25%	1%	-36%	-9%	23%	?	0	0%
4. O=C(c1ccc(F)cc1)C1CCN(Cc2ccccc2F)CC1
→ -8%	.	2%	.	-16%	.	.	0	.
5. CC(C)Cn1nc(C(=O)NCc2ccccc2CN2CCCC2)c2ccccc2c1=O
→ 11%	-12%	-6%	0%	-11%	23%	8%[12.7 µM]	-1	-8%
6. Cc1noc(NS(=O)(=O)c2ccc(N3Cc4ccccc4C3=O)cc2)c1C
→ -6%	-9%	-12%	12%	-5%	29%	0%[59 µM]	1	6%
7. CCn1cc(S(=O)(=O)N2CCN(Cc3cccc(Cl)c3)CC2)cn1
→ 10%	12%	5%	-13%	-2%	32%	?	0	1%
8. O=C(Nc1cccc(O)c1)c1ccc(NC(=O)c2cccs2)cc1
→ -3%	-17%	17%	-19%	-1%	4%	-4%	2	-11%
9. CCCCn1nc(C(=O)Nc2cc(C(F)(F)F)ccc2N2CCOCC2)ccc1=O
→ -3%	-11%	-13%	-5%	-21%	34%	-3%[12.7 µM]	-6	0%
10. Cc1cccc(S(=O)(=O)Nc2cc(Cl)ccc2N2CCOCC2)c1
→ -14%	-22%	11%	.	-17%	21%	.	-3	-2%
11. Cc1cccc(C)c1-n1c(C)cc(/C=N\NC(=O)CC(=O)NC2CCCCC2)c1C
→ -10%	?	3%	50µM*	?	?	-4%[59 µM]	-6	1%
12. CCOC(=O)C1C(=O)C(=O)N(C2CCCCC2)C1C(=O)OCC (stereo not given)
→ -3%	-24%	-11%	.	-3%	20%	.	3	-4%
13. CC(C)CN(C(=O)CSc1nnc(-c2cccs2)n1C1CC1)C1CCS(=O)(=O)C1 (stereo not given)
→ -3%	.	-2%	.	2%	.	.	-1	.
14. COc1ccc2cc(C3CC(c4ccco4)=NN3C(=O)CCC(=O)O)c(Cl)nc2c1 (stereo not given)
→ -1%	-16%	3%	-24%	?	16%	?	1	5%
15. COc1ccc(N2CCN(C(=O)CCCn3c(=O)[nH]c4cc(Cl)ccc4c3=O)CC2)cc1
→ i	?	17%	4%	-16%	60%[activator]	-6%[59 µM]	3	?
16. Cc1ncc(CN2CCCC(C(=O)Nc3ccc(-c4cccc(F)c4)cc3)C2)s1 (stereo not given)
→ -2%	-31%	-7%	-25%	-23%	2%	-6%	-2	-8%
17. O=C(c1ccco1)N1CCN(C(=O)c2ccc(COc3ccc4c(c3)CCC4)o2)CC1
→ -10%	?	-2%	50µM*	?	10%	1%[0.0925 µM]	4	0%
18. O=C(O)CCCCCN1C(=O)/C(=C\c2cn(-c3ccccc3)nc2-c2cccs2)SC1=S
→ -24%	40µM*	28%	13µM*	45µM*	-22%	16µM*	-1	1%
19. C=CCC(=O)OCCCCCCOc1ccc(C(=O)O)cc1
→ -2%	-12%[57.1 µM]	8%	11%	6%	41%[activator]	18%[59 µM]	2	2%
20. FC(F)(F)c1ccc(N=Cc2sc(N3CCOCC3)nc2-c2ccccc2)cc1
→ i	?	-11%	0%	-11%	-17%	19%	1	-4%
21. COc1ccc(-n2ncc3c(NC4CCCC4)ncnc32)cc1
→ -8%	-27%	3%	0%	-10%	48%[activator]	-13%[59 µM]	-3	-5%
22. COC(=O)c1cccc(NC(=O)c2cc3sccc3n2C)c1
→ -3%	-35%	7%	?	-11%	-2%	-3%[12.7 µM]	9	5%
23. Cc1ccc(C(=O)Nc2nnc(S(=O)(=O)Nc3ccccc3C)s2)cc1C
→ -12%	-31%	12%	?	16%	19%	?	-8	24%
24. O=C(NCc1ccccc1)c1ccc2c(=O)[nH]c3c(C(=O)NCC4CCCO4)sc(=S)n3c2c1 (stereo not given)
→ i	?	2%	40µM*	?	?	45µM*	-3	6%
25. C[C@H]1CN([C@@H](C)CO)C(=O)CCCn2cc(nn2)CO[C@@H]1CN(C)S(=O)(=O)c1ccc(C#N)cc1
→ -4%	.	-7%	.	5%	.	.	-5	.
26. Cc1nnc(SCC(=O)c2c(N)n(C)c(=O)n(C)c2=O)n1Cc1ccccc1
→ -6%	-9%	0%	5%	-8%	53%[activator]	-7%	-4	-2%
27. CCOC(=O)c1cc2c(=O)n3ccccc3nc2n(Cc2ccco2)c1=NC(=O)c1ccccc1Br
→ i	?	2%	14%	?	3%	14%[59 µM]	-9	?
28. O=C(NC(=S)Nc1ccc(N2CCOCC2)cc1)c1cncc(Br)c1
→ 1%	-29%	24%	?	-20%	?	?	-2	11%
29. CC(C)CC(=O)c1c[nH]c(C(=O)NCCCn2ccnc2)c1
→ 0%	17%	3%	1%	-4%	16%	-26%[12.7 µM]	-9	-1%
30. C=CCSc1nc(N)c(C(=O)Nc2ccccc2)cc1C#N
→ -9%	-9%	2%	-4%	-9%	23%	9%[59 µM]	1	7%

The final 6 entries of the part above come first, to join the parts.
Below each compound: Tb PGK inh	JMJD2A Tudor	GLS inhibitor	BAZ2B block	POLH inh	HP1b chromo inh	G9a block	PI4K2A inh	Pin1 inhibitor
25. C[C@H]1CN([C@@H](C)CO)C(=O)CCCn2cc(nn2)CO[C@@H]1CN(C)S(=O)(=O)c1ccc(C#N)cc1
→ -4%	.	-7%	.	5%	.	.	-5	.
26. Cc1nnc(SCC(=O)c2c(N)n(C)c(=O)n(C)c2=O)n1Cc1ccccc1
→ -6%	-9%	0%	5%	-8%	53%[activator]	-7%	-4	-2%
27. CCOC(=O)c1cc2c(=O)n3ccccc3nc2n(Cc2ccco2)c1=NC(=O)c1ccccc1Br
→ i	?	2%	14%	?	3%	14%[59 µM]	-9	?
28. O=C(NC(=S)Nc1ccc(N2CCOCC2)cc1)c1cncc(Br)c1
→ 1%	-29%	24%	?	-20%	?	?	-2	11%
29. CC(C)CC(=O)c1c[nH]c(C(=O)NCCCn2ccnc2)c1
→ 0%	17%	3%	1%	-4%	16%	-26%[12.7 µM]	-9	-1%
30. C=CCSc1nc(N)c(C(=O)Nc2ccccc2)cc1C#N
→ -9%	-9%	2%	-4%	-9%	23%	9%[59 µM]	1	7%
31. O=C(c1ccc(Cl)c(S(=O)(=O)N2CCOCC2)c1)N1CCN(Cc2ccccc2)CC1
→ 0%	-5%[11.4 µM]	-1%	2%	-10%	27%	-6%[59 µM]	0	-4%
32. Cc1ccc(S(=O)(=O)N(CC(=O)N2CCCC2)C2CCCCC2)cc1
→ .	-7%	0%	1%	6%	18%	11%[59 µM]	-7	3%
33. O=C(c1cc2c(s1)-c1ccccc1OC2)N1CCCC1
→ -3%	19%	4%	24%	-21%	119%[activator]	14%	-6	-3%
34. O=C(N/N=C/c1cccc(OC(=O)c2ccccc2Cl)c1)c1cccnc1
→ -5%	-24%	2%	-20%	-12%	11%	11%	2	-6%
35. O=C(Oc1ccc2ccc(OC(=O)N3CCCCCC3)cc2c1)N1CCCCCC1
→ i	2%	0%	-21%	-17%	46%	-37%[59 µM]	-5	3%
36. COc1ccccc1N1CCN(CC(=O)Nc2ccc(C)c(F)c2)CC1
→ 10%	-21%	23%	5%	-12%	5%	2%[2.33 µM]	2	-2%
37. Cc1cc(NC2C3CC4CC(C3)CC2C4)n2nnnc2n1 (stereo not given)
→ -7%	-11%	1%	8%	0%	18%	-3%	-3	-1%
38. Cc1ccc(/C=N/NC(=O)Cn2cnc3c2c(=O)n(C)c(=O)n3C)s1
→ 0%	-11%	10%	6%	-19%	20%	4%[59 µM]	2	-3%
39. COc1cc(SC)ccc1C(=O)NCCCn1ccnc1
→ -9%	-8%	-5%	-3%	-18%	51%[activator]	13%	-1	-5%
40. O=C(C[n+]1ccccc1)N/N=C/c1ccc(Cl)cc1
→ -2%	?	-1%	50µM*	-15%	25%	-1%[12.7 µM]	5	-3%
41. Cc1nc(C)n(CC(C)C(=O)N2CCN(S(=O)(=O)c3ccc(Cl)cc3)CC2)n1 (stereo not given)
→ ?	-19%	9%	-31%	11%	?	?	-7	-4%
42. COc1ccccc1CCNS(=O)(=O)c1cn(C)nc1C
→ -2%	2%	5%	4%	3%	24%	91%[activator]	-6	-8%
43. CCOC(=O)c1cc(C)sc1NC(=S)Nc1ccccc1
→ -17%	-19%	15%	-36%	4%	25%	-17%	8	0%
44. CN(C)S(=O)(=O)c1cccc(-c2nnc(SCCNCCO)n2-c2ccc(F)cc2)c1
→ -8%	50µM*	-4%	79µM*	-3%	21%	?	8	-1%

Structures above that have a cyano group:
Below each compound: Tb PGK inh	JMJD2A Tudor	GLS inhibitor	BAZ2B block	POLH inh	HP1b chromo inh	G9a block	PI4K2A inh	Pin1 inhibitor
25. C[C@H]1CN([C@@H](C)CO)C(=O)CCCn2cc(nn2)CO[C@@H]1CN(C)S(=O)(=O)c1ccc(C#N)cc1
→ -4%	.	-7%	.	5%	.	.	-5	.
30. C=CCSc1nc(N)c(C(=O)Nc2ccccc2)cc1C#N
→ -9%	-9%	2%	-4%	-9%	23%	9%[59 µM]	1	7%

Source: PubChem

This is a subset, so the mix of outcomes need not match the whole.
